Screening results deposited in PubChem BioAssay by National Center for Advancing Translational Sciences (NCATS).
JMJD2E inh: inhibitors of human JMJD2E histone demethylase | B2RXH2 | JMJD2E catalytic domain, FDH-coupled NADH fluorescence (FDH is formaldehyde dehydrogenase) | Potency, µM (top dose mostly 57.1 µM), without a hit: at the top dose activity change, negative = inhibition, actives largely listed as inhibitors | 230,000 compounds, 1.6% hits; active = well fitted inhibition curve with a large enough effect, not every such curve was filed as active; inconclusive = small, poorly fitted or top-dose-only effect, or another doubt; inactive = no such curve, though single readings can be large or run the other way;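 note: 0% = wells with enzyme and -100% = buffer wells without enzyme; nearly all actives have a fitted effect of over 50% in size; many of its hits are not listed in these tables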
RECQ1 inh: inhibitors of human RECQ1 DNA helicase; P46063; RECQ1 DNA unwinding, red fluorescence kinetic read; Potency, µM (doses to about 57.3 µM), without a hit: top-dose activity, negative = inhibition, actives largely listed as inhibitors; 240,000 compounds, 0.54% hits;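 note: plate controls were vehicle for no effect and no enzyme for full effect; nearly all actives have a fitted effect of over 30% in size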
Target sequence (P46063 whole entry, looked up): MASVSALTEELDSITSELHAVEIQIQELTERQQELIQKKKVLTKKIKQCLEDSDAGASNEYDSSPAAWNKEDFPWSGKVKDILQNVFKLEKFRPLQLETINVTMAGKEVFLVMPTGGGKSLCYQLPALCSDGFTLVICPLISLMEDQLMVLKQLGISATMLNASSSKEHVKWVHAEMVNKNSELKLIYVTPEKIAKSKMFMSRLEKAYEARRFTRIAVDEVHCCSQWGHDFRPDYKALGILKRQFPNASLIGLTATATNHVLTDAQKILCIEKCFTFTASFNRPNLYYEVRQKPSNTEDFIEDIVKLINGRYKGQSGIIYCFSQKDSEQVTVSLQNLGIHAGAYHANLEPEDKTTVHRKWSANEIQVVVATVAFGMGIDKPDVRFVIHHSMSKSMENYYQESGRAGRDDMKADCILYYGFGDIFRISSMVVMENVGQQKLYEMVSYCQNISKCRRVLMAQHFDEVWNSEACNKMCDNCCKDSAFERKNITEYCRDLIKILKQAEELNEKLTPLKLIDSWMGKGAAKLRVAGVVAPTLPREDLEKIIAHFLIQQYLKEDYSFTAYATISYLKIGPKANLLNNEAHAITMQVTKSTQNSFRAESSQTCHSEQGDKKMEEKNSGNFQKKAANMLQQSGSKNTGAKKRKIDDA
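RECQ1T1 50 nM; forked duplex (20 bp + 30-nt ss tails) 200 nM, ATP 2 mM final; pH 8.0, 2 mM MgCl2, 2.5 ug/ml poly(dI-dC); 15 min compound preincubation; discontinuous kinetic read over 2 h at RT.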
ALDH1A1 block: inhibitors of human aldehyde dehydrogenase 1A1 | 220,000 compounds, 7.3% hits | P00352 | AID 1030 | Purified ALDH1A1, NADH fluorescence, propionaldehyde substrate | Potency, µM (titrated, usually from 75.3 µM), inactives show at the highest dose activity, negative = inhibition, actives largely listed as inhibitors; active = well fitted inhibition curve with a large enough effect, not every such curve was filed as active; inconclusive = small, poorly fitted or top-dose-only effect, or another doubt; inactive = no such curve, though single readings can be large or run the other way;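 note: plate controls were no enzyme wells and a reference inhibitor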
Target sequence (P00352 whole entry, looked up): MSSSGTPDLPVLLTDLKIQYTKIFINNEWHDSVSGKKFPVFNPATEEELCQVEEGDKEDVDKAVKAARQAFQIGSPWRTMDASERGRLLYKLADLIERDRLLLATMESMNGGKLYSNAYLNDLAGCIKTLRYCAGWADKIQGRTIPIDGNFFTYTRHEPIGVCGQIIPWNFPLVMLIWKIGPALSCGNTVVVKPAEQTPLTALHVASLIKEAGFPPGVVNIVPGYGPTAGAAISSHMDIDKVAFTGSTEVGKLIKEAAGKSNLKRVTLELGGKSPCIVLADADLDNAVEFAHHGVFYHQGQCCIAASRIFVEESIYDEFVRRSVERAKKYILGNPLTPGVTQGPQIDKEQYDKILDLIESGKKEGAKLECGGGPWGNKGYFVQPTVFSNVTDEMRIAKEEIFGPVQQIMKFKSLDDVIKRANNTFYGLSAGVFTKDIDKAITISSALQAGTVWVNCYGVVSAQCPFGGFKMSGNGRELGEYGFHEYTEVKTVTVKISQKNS
TRb-SRC2 inh: TRbeta-SRC2 interaction inhibition. TRbeta-SRC2 peptide binding, fluorescence polarization; receptor liganded with 1 µM T3. 280,000 compounds, 0.065% hits. P10828. AID 1469. Potency, µM (series often up to 106 µM), inactives show top-dose activity change, negative = inhibition, usual class: inhibitors;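 note: plate controls were bound peptide for no effect and peptide without receptor for full effect; nearly all actives have a fitted effect of over 50% in size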
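Fluorescence polarization of 20 nM Texas Red SRC2 peptide (20-aa NR interaction domain) bound to 0.6 uM human TRb ligand-binding domain, with 1 uM T3, after 5 hr at ambient temperature; inhibition seen as decreased polarization.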
TexasRed fluor: counter-screen for TRb-SRC2 inhibitors: fluorescence interference | AID 1479 | TRb/SRC2 Texas Red total fluorescence interference | 280,000 compounds, 0.29% hits | Potency, µM (doses to about 106 µM), for inactives: top-dose fluorescence change, negative = quenching; active = well fitted curve in either direction with a large enough effect; inconclusive = small, poorly fitted or top-dose-only effect; note: % is set by controls: 0 for no effect and ±100 for the full control effect
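Human TRβ ligand-binding domain (0.6 uM) and Texas Red SRC2 peptide (20 nM) in Tris buffer with 1 uM T3 and 5% DMSO were incubated with pinned compound for 5 hr at ambient temperature. Total fluorescence was computed as S + 2P (555/632 nm).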
RGS12 GoLoco inh: blocks human Gai1 binding to RGS12 GoLoco peptide, red readout. P63096. AID 880. 230,000 compounds, 0.44% hits. Potency, µM (series often up to 61.6 µM), for inactives: top-dose activity, negative = inhibition, actives largely listed as inhibitors. Gai1:RGS12 GoLoco peptide FP, rhodamine, 10 min; active = well fitted inhibition curve with a large enough effect, not every such curve was filed as active; inactive = no such curve, though single readings can be large or run the other way; note: % is set by controls: 0 for no effect and ±100 for the full control effect; nearly all actives have a fitted effect of over 30% in size; many of its hits are not listed in these tables
SMN2 splice enh: SMN2 splice variant enhancement | Potency, µM (titrated, usually from 46.1 µM), for inactives: at the top dose activity change, positive = activation, hits mostly activators | HEK293 SMN2-luciferase splicing reporter, luminescence, 30-36 h | 210,000 compounds, 2.8% hits | AID 1458; note: % of control where 0% means no effect; nearly all actives have a fitted effect of over 55% in size
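HEK293 cells carry an SMN2 […]–luciferase reporter in which exon 7 inclusion puts luciferase in frame. Cells were plated 10-12 h before compound addition, then incubated 30-36 h at 37C. ONE-Glo luminescence was read; sodium butyrate at 4.5 mM final served as control.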
Lamin A splicing: LMNA splicing modulation; HeLa LMNA splicing GFP/RFP minigene ratio, 48 h; Potency, µM (highest dose often 46.1 µM), for the others: at the highest dose ratio change, negative = inhibition, actives largely listed as inhibitors; 200,000 compounds, 0.01% hits; active = well fitted inhibition curve with a large enough effect in the signal ratio, with a control signal flat, not every such curve was filed as active; inconclusive = small, poorly fitted or top-dose-only effect, or effect the other way, or a change in a side signal; the % refers to the signal ratio; note: % is set by controls: 0 for no effect and ±100 for the full control effect
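S3 HeLa cells stably expressing lamin A-EGFP splicing minigene plus DsRed2, 600 cells/well, 48 h compound exposure at 37C. Laser-scanning cytometry; analysed as GFP (500-530 nm)/RFP (575-640 nm) total intensity ratio; 0.5% DMSO vehicle.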
Active calls of the source: *; i = inactive; ? = inconclusive; · = not tested or not shown; [ ] = remark or other dose. Unless noted, calls come from the whole dose curve; as a rule, active = well fitted curve in the direction sought with a large enough effect; inconclusive = small, poorly fitted or top-dose-only effect, or another doubt; inactive = no such curve, though single readings can be large; an effect the other way counts as inactive or inconclusive. Potency is the fitted concentration of half-maximal effect. Only part of the results is shown; count on the stated rates, not on these rows.

SMILES	JMJD2E inh	RECQ1 inh	ALDH1A1 block	TRb-SRC2 inh	TexasRed fluor	RGS12 GoLoco inh	SMN2 splice enh	Lamin A splicing
O=[N+]([O-])c1ccc(OC(F)F)c(/C=N/n2cnnc2)c1	4.1%	i	-14.4%	2.9%	-4.4%	8.7%	·	·
CN1CCN(NC(=O)c2cccs2)CC1	-8.4%	-4.7%	15.6%	-2.5%	-0.6%	5.9%	1.3%	9.6%[46 µM]
Cc1cc(=O)oc2cc(OCC(=O)OCC(=O)Nc3ccc4ccccc4c3)ccc12	3.8%	-4.2%	?	6.1%	2.3%	73.1%[activator]	14.9%	4.8%
Cc1ccc(C(=O)Cn2nnc(-c3ccccc3)n2)cc1	4.3%	-12.0%	·	-4.8%	-1.9%	1.7%	·	·
O=C(COc1ccc(/C=N/NC(=O)c2ccccc2)cc1)Nc1ccc([N+](=O)[O-])cc1	5.2%	-0.3%	6.1%	1.3%	-3.0%	17.5%	-8.6%	2.1%
COc1ccc(-c2c3c(=O)n(C)c(=O)n(C)c3cn2NC(C)=O)cc1	?	i	?	-0.1%	4.1%	-4.4%	-8.1%	-4.0%
OCc1ccccc1O[C@@H]1O[C@H](CO)[C@@H](O)[C@H](O)[C@H]1O	2.5%	-5.7%	-2.8%	-6.5%	-0.3%	6.3%	·	·
COc1ccc(OCC(=O)N(C)Cc2ccccc2)cc1	6.3%	-2.4%	-16.8%	-5.3%	0.2%	5.3%	0.9%	18.9%
Nc1nc(-c2cccs2)c(CC(=O)O)s1	-21.7%	i	?	-5.7%	-4.8%	16.6%	1.2%	·
COC(=O)Oc1ccccc1C(=O)O	?	-1.1%	-0.7%	-2.1%	-5.7%	0.6%	-0.1%	-2.4%

Grouped by structure, the entries above containing a thiophene ring, fused or not
SMILES	JMJD2E inh	RECQ1 inh	ALDH1A1 block	TRb-SRC2 inh	TexasRed fluor	RGS12 GoLoco inh	SMN2 splice enh	Lamin A splicing
CN1CCN(NC(=O)c2cccs2)CC1	-8.4%	-4.7%	15.6%	-2.5%	-0.6%	5.9%	1.3%	9.6%[46 µM]
Nc1nc(-c2cccs2)c(CC(=O)O)s1	-21.7%	i	?	-5.7%	-4.8%	16.6%	1.2%	·

Later entries.
SMILES	JMJD2E inh	RECQ1 inh	ALDH1A1 block	TRb-SRC2 inh	TexasRed fluor	RGS12 GoLoco inh	SMN2 splice enh	Lamin A splicing
COc1ccc2nc(SCC(=O)N3CCCCC3)c(C#N)cc2c1	?	i	?	-2.4%	-0.9%	13.6%	·	-0.3%[46 µM]
Fc1ccccc1C1c2cccn2CCN1C(=S)Nc1cccc(Br)c1 (configuration not stated)	?	-21.0%	?	-1.7%	1.2%	-8.9%	-37.9%	·
CCNc1nc(NC(C)C)nc(N(C#N)CC(=O)OC)n1	6.5%	-17.7%	?	-7.4%	-1.0%	3.3%	-20.3%	·
COc1ccc(CNC(=O)c2ccc(CNc3c(NC4CCCCC4)c(=O)c3=O)cc2)cc1	3.6%	1.1%	1.7%	-4.2%	-0.8%	6.3%	-3.6%	-5.8%
O=C(CN1CCOCC1)Nc1ccc2c(c1)OCCO2	?	-2.1%	·	-4.0%	6.5%	-1.2%	·	·
CC1=NN(c2ccc(C)cc2)C(=O)/C1=C\C=C\c1ccccc1	-9.7%	i	?	-9.0%	0.1%	13.3%	-37.5%[inhibitor]	2.1%
CN(C)S(=O)(=O)c1cc(NC2CC(=O)N(c3ccc(F)cc3)C2=O)ccc1Cl (configuration not stated)	?	i	?	3.1%	2.0%	8.9%	14.5%	·
COCCN1C(=O)C(=O)/C(=C(/O)c2ccc(S(=O)(=O)N3CCOCC3)cc2)C1c1cccc(Cl)c1 (configuration not stated)	-0.2%	-5.5%	·	-2.6%	-3.0%	10.8%	·	·
CCc1cccc(NC(=O)C2CCCN(S(=O)(=O)c3c(C)[nH]c(=O)[nH]c3=O)C2)c1 (configuration not stated)	2.1%	-4.4%	7.6%	3.2%	-1.5%	5.3%	-4.4%	3.9%
Nc1cc(=O)[nH]c(SCC(=O)Nc2ccccc2Sc2ccccc2)n1	-3.8%	-0.2%	-2.3%	-5.2%	-1.1%	3.3%	-37.3%[inhibitor]	·

Just RECQ1 inh, RGS12 GoLoco inh and SMN2 splice enh, for some of the entries so far:
mol	RECQ1 inh	RGS12 GoLoco inh	SMN2 splice enh
CN(C)S(=O)(=O)c1cc(NC2CC(=O)N(c3ccc(F)cc3)C2=O)ccc1Cl (configuration not stated)	i	8.9%	14.5%
COCCN1C(=O)C(=O)/C(=C(/O)c2ccc(S(=O)(=O)N3CCOCC3)cc2)C1c1cccc(Cl)c1 (configuration not stated)	-5.5%	10.8%	·
CCc1cccc(NC(=O)C2CCCN(S(=O)(=O)c3c(C)[nH]c(=O)[nH]c3=O)C2)c1 (configuration not stated)	-4.4%	5.3%	-4.4%
Nc1cc(=O)[nH]c(SCC(=O)Nc2ccccc2Sc2ccccc2)n1	-0.2%	3.3%	-37.3%[inhibitor]

Additional entries follow:
SMILES	JMJD2E inh	RECQ1 inh	ALDH1A1 block	TRb-SRC2 inh	TexasRed fluor	RGS12 GoLoco inh	SMN2 splice enh	Lamin A splicing
O/N=C/c1cc(Cl)ccc1OCc1ccccc1Cl	-0.5%	i	-4.2%	2.1%	1.1%	-4.8%	-8.7%	15.1%
CCCCNC(=O)COC(=O)c1ccc(C)c(NC(=O)c2ccco2)c1	0.2%	-1.1%	8.6%	-7.5%	-2.2%	0.1%	6.2%	-3.6%[46 µM]
O=C(c1cccs1)N1N=C(c2ccccc2)CC1c1ccccc1O (configuration not stated)	?	8.9%	-4.9%	0.4%	3.8%	6.6%	·	·
CC(Nc1ccc2c(c1)OCCO2)C(=O)N1CCc2ccccc21 (configuration not stated)	17.7%	-1.8%	3.2%	2.1%	-2.2%	3.8%	15.9%	-15.2%[46 µM]
CNc1nccc(-c2ccc(F)cc2)c1C#N	?	-2.8%	?	8.1%	-1.0%	6.8%	-34.1%[inhibitor]	-19.2%[46 µM]
CC1(C)Cc2cccc(OCC(=O)Nc3cc(C(F)(F)F)ccc3N3CCOCC3)c2O1	0.4%	8.6%	?	-22.4%	2.1%	3.8%	-20.7%	-9.0%
NS(=O)(=O)c1ccc(CCNC(=O)CSc2nc3ccsc3c(=O)n2CC2CCC(C(=O)O)CC2)cc1 (configuration not stated)	1.5%	-9.9%	7.2%	-4.5%	-1.2%	3.4%	4.7%	-7.2%[46 µM]
O=C(Nc1cccc(Cl)c1)c1ccc2c(=O)n3c(nc2c1)CCCCC3	-7.1%	i	?	3.1%	0.5%	5.4%	?	?
NC(=O)c1c(C(F)(F)F)cc(-c2ccccc2)nc1NCCO	?	-5.3%	?	1.5%	1.1%	2.8%	-5.9%	?
N#C/C(C(=O)NCc1ccccc1)=C1/N=C(NC(=O)c2ccco2)c2ccccc21	?	i	?	-10.9%	6.1%	39.0%[activator]	·	·

The last two records of the part above are carried over, then new ones follow:
SMILES	JMJD2E inh	RECQ1 inh	ALDH1A1 block	TRb-SRC2 inh	TexasRed fluor	RGS12 GoLoco inh	SMN2 splice enh	Lamin A splicing
NC(=O)c1c(C(F)(F)F)cc(-c2ccccc2)nc1NCCO	?	-5.3%	?	1.5%	1.1%	2.8%	-5.9%	?
N#C/C(C(=O)NCc1ccccc1)=C1/N=C(NC(=O)c2ccco2)c2ccccc21	?	i	?	-10.9%	6.1%	39.0%[activator]	·	·
O=[N+]([O-])c1ccccc1CSc1nnc2ccccn12	-27.6%	-3.6%	-7.6%	3.2%	-7.4%	8.2%	·	-7.6%[46 µM]
NC(=O)c1nnn(-c2nonc2N)c1-c1ccc([N+](=O)[O-])cc1	1.7%	-2.5%	5.1%	-1.4%	-7.3%	2.3%	·	·
O=C1N=c2ccccc2=C1c1sc(NS(=O)(=O)Cc2ccccc2)nc1O	5.5%	-2.0%	·	2.9%	-7.0%	0.6%	·	·
Cc1ccccc1NC(=S)NCc1cccn1C	-9.7%	-8.3%	-10.9%	2.2%	-1.0%	-1.7%	10.3%	-9.8%
c1cnc2ccc(C(c3nnnn3C3CCCC3)N3CCN(c4nc5ccccc5s4)CC3)cc2c1 (configuration not stated)	-8.0%	-6.4%	?	-13.8%	1.4%	1.7%	16.0%	-2.5%
CCN(C(=O)CN1C(=S)NC(C)(C)CC1C)c1ccc(C)c(C)c1 (configuration not stated)	-6.8%	-2.0%	28.2µM*	-13.5%	-0.9%	2.2%	-9.3%	-0.5%[46 µM]
OC12CCCCC1C(c1ccc3c(c1)OCO3)N(Cc1cccc(F)c1)CC2 (configuration not stated)	3.7%	-17.9%	5.8%	4.1%	-0.7%	18.8%	1.4%	?
Cc1ccc(S(=O)(=O)CCSc2nc(C)cc(C(F)(F)F)c2C#N)cc1	-21.4%	-3.2%	0.355µM*	-3.3%	1.7%	34.3%[activator]	-5.0%	?
COc1cccc(OCCNS(=O)(=O)c2cccc([N+](=O)[O-])c2)c1	1.1%	17.8%	?	-0.7%	-2.6%	11.3%	9.9%	13.7%[46 µM]
COCCN1Cc2cccc(C(=O)NCc3cccnc3)c2C1=O	0.5%	-11.1%	-13.3%	-4.4%	3.2%	0.9%	-3.1%	-0.7%
CS(=O)(=O)N1CCC2(CCN(C(=O)Nc3cccc(C#N)c3)CC2)CC1	·	-4.0%	-2.8%	·	·	1.2%	-14.7%	·
CN1CCN(C(=S)Nc2ccc(Cl)c(Cl)c2)CC1	9.2%	-4.7%	4.3%	-1.4%	0.8%	3.0%	-30.0%[inhibitor]	?
COC(=O)C1=C(C)C(c2ccc(OC)cc2)NC(=S)N1 (configuration not stated)	-6.3%	-2.5%	8.91µM*	-4.4%	1.8%	-6.0%	16.7%	6.2%
CC(C)(C)NC(=S)NC(=O)C12CCC3CC(CC(C3)C1)C2	-2.6%	i	?	5.8%	1.0%	1.6%	-19.0%	?
COc1ccccc1-c1cc2nc(C)c(CCC(=O)NCc3ccco3)c(C)n2n1	?	i	?	-7.4%	-4.3%	4.1%	-2.9%	?
